Source: PubChem BioAssay (Broad Institute)
PAX8 reporter: lowers PAX8-driven luciferase in RMG-I cells | RMG-I TPO-luciferase reporter, SteadyGlo, 24 h | AID 652154 | 1.2% of 360,000 active | inhibition, % at 12.6 µM;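 active means mean replicate inhibition at least 60% with every replicate also reaching 60%; inconclusive means only one of the two criteria is met; inactive means mean below 60% and not all replicates reaching 60%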;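 further: luciferase light reporting Pax8 driven TPO promoter activity; plate controls were median of neutral control wells for no effect and mitoxantrone controls for full effect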
CASP6 VEID inh: inhibitors of human caspase-6; AID 686996; P55212; inhibition, % at 12.5 µM; purified caspase-6, Z-VEID-R110 cleavage fluorescence; 0.53% of 350,000 active;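 active means mean inhibition across replicates at least about 35%, with every replicate also reaching that limit, limit read from the data; inconclusive means only one of the two criteria met; inactive means neither criterion met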;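 further: 0% = median of neutral control wells and 100% = no fluorescence left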
Target sequence (P55212 24-179 limits assumed): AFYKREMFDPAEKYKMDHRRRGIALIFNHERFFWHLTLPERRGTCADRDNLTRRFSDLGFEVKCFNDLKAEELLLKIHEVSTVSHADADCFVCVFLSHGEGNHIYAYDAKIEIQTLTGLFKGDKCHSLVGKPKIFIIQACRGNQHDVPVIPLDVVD
Target sequence (P55212 194-293 limits assumed): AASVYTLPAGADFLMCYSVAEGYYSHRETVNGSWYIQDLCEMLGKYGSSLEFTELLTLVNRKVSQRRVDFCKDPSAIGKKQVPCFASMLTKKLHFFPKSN
LGR2 antag: inhibitors of bursicon-induced Drosophila LGR2 receptor cAMP signaling. HEK293 LGR2, CRE-luciferase, bursicon-stimulated, 4 h. inhibition, % at 9.99 µM. 0.35% of 380,000 active. AID 720647;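 active means drop in luminescence signal, shown as inhibition above about 50% in the replicate tests, limit read from the data, passing the limit was not always enough; inconclusive means probably only some replicates passing the limit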;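 further: agonist challenge used bursicon conditioned medium at about half maximal strength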
FN deposition inh: fibronectin deposition inhibition. AH1F fibroblasts, Alexa488-fibronectin deposition fluorescence, overnight. inhibition, % at 12.6 µM. 0.086% of 350,000 active. AID 743247;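 active means mean inhibition across replicates of 30% or more, regardless of how many single replicates reach that level; inconclusive means mean under 30% yet at least half of replicates reach 30%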;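 further: positive control wells lacked labelled fibronectin entirely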
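Material: AH1F fibroblasts assembling fluorescent fibronectin matrix; amount: 10000 AH1F cells/well; medium: DMEM, 2% serum; reagent: Alexa488-fibronectin, 24 nM final in well; dosing: single compound dose, delivered by pin transfer; incubation: 1 h adhesion, overnight exposure; detection: fluorescence after three HBSS washes, excitation 485 nm, emission 525 nm; measure: fibronectin deposition inhibition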
Cneo AK release: causes C. neoformans cell lysis; adenylate kinase release luminescence, 4 h; normalised: neutral wells 0, clomiphene wells 100; lysis activity, % at 15 µM; 0.2% of 360,000 active; AID 651654;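 active means mean lysis activity across replicates of at least 80%, whatever share of replicates individually reach that level; inactive means mean lysis activity below 80%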
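Assay system: log-phase C. neoformans yeast / Quantity: yeast cell density of 5 × 10^6 cells/mL / Medium: fresh YPD growth medium / Compound: single dose / Timing: static 4 h at 37 °C with compound, 1 h detection / Measured by: adenylate kinase release luminescence / Read-out: lysis from increased AK signal / Benchmarks: Clomiphene as positive lysis control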
miR-122 sensor: blocks miR-122 activity in Huh7 sensor cells | Huh7 miR-122 Renilla luciferase sensor, 48 h; neutral wells = 0, positive control = 100 | AID 602342 | activation (reporter increase), % at 12.5 µM | 0.3% of 340,000 active;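 active means mean replicate activation score at least 90 and every replicate individually at or above 90; inconclusive means only one of the two criteria met; inactive means neither criterion met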;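 further: higher luciferase means less miR-122 activity so hits act as miR-122 inhibitors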
EWS-Fli block: blocks EWS/Fli oncoprotein-driven transcription; A673 NR0B1-luciferase reporter, viability-normalised; AID 651661; 0.67% of 350,000 active; inhibition, % at 12.6 µM;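 active means mean inhibition of at least 50% after viability correction, with every replicate also passing that limit; inconclusive means mean reaches 50% but only one of two replicates passes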;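 further: firefly luciferase signal divided by Alamar Blue viability fluorescence both relative to DMSO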
PGC1a acetyl inh: modulators of PGC1a acetylation; U2OS PGC1a acetylation, AlphaScreen anti-acetyl-lysine; with virally co-expressed GCN5 acetyltransferase; inhibition, % at 15.6 µM; 0.17% of 350,000 active;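 active means every replicate shows inhibition of at least 40%; inconclusive means mean inhibition at least 40% but some replicate below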;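 further: 0% = neutral control wells and 100% = positive control wells; some results beyond the cut were filed as inactive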
Starred values were filed as active, the others as inactive; ? = inconclusive; . = no result given; & = joins results of further samples; [ ] = another dose, or the depositor's remark.

Structure	CASP6 VEID inh	PGC1a acetyl inh	miR-122 sensor	Cneo AK release	PAX8 reporter	EWS-Fli block	FN deposition inh	LGR2 antag
O=C(Nc1cccc(S(=O)(=O)N2CCOCC2)c1)c1cc(=O)[nH]c2ccccc12	4	-7	6	-3	9	10	9	-15
CC(O)CNCc1ccccc1C(F)(F)F (configuration not stated)	0	-5	2	-1	-21	4	.	2
Cc1cc(C)cc(N(CC(=O)NC2CCCCC2)C(=O)CNC(=O)c2ccco2)c1	-1	.	.	-1	0	-6	-3	16
CC1CC(C#N)N(N(C)C)C1=C(C#N)C#N (configuration not stated)	-3	.	.	.	6	5	-2	8
O=C(CN1CCOCC1)n1c2ccccc2c2ccccc21	.	17	-4	1	.	.	.	30
COCC(=O)Nc1ccc2c(c1)C(=O)N(C)C[C@@H](OC)[C@@H](C)CN(Cc1ccccc1OC)[C@@H](C)CO2	-1	5	4[16.7 µM]	2	.	-1	-1	16
CO[C@H]1CC[C@H]2CCOc3ccc(C#N)cc3C(=O)N(C)C[C@H](C)C(=O)N(C)C[C@@H]1O2	0	.	.	-1	-9	4	-8	-11
COc1ccc(N2CCN(CCCNC(=O)C3CCCN(S(=O)(=O)c4cnc[nH]4)C3)CC2)cc1 (configuration not stated)	-9	-6	-1	0	-7	-2	-3	-24
O=C(CN1CCN(c2nc(-c3ccc(F)cc3)cs2)CC1)NCc1ccc2c(c1)OCO2	.	12	-9	.	.	.	6	20
O=C(Cn1ccc2cc(S(=O)(=O)N3CCCCC3)ccc21)NCc1ccccc1F	0	-7	2	-1	-2	4	3	26
O=C1c2ccccc2C(O)N1Cc1cccs1 (configuration not stated)	1	.	-24	1	-10	9	7	2
CCOc1ccc(NC(=S)N(CCc2ccncc2)C(C)C)cc1	-2	4	2	0	6	1	1	-5
Cc1cc(C)c(S(=O)(=O)N2CCOCC2)c(C)c1N(C)S(=O)(=O)c1ccccc1	3	1	7	-1	-4	2	.	-6
CCc1ccc(NC(=O)N2CCC(c3ccccc3)C2)cc1 (configuration not stated)	5	-1	10	-11	-143	-111	1	-92
CSCC[C@H](NC(=O)OC(C)(C)C)C(=O)N1CCC(C(=O)N[C@@H](Cc2c[nH]c3ccccc23)C(=O)O)CC1	3	.	.	2	2	7	0	3
O=C(NCC[C@@H]1CC[C@@H](NS(=O)(=O)Cc2ccccc2)[C@@H](CO)O1)C1CC1	2&-1	-1	.	-2	5&-14	0&-7	0&5	9&-5
O=C(c1ccncc1)N1CCCCN2[C@H](CO)[C@@H](c3ccc(-c4ccccc4)cc3)[C@@H]2C1	-1	-11	5[16.7 µM]	-1	16	1	.	2
CCOC(=O)c1cc(NC(=O)Nc2ccccc2Cl)c(C)nc1C	.	8	-1	.	-8	7	2	8
Cc1ccc(S(=O)(=O)N2CCCCC2)cc1C(=O)OCC(=O)N1c2ccccc2NC(=O)C1(C)C	-3	0	.	-6	-3	13	-1	-7
Cc1ccc(S(=O)(=O)N[C@H]2C=C[C@@H](CC(=O)NC3CCCCC3)O[C@H]2CO)cc1	-1	-16	.	58	-1	3	-12	13
O=C(CN1CCN(c2ccc(F)cc2)CC1)c1ccc(O)cc1O	-3	-6	-6	-1	10	.	-12	9
O=C(/C=C/c1ccco1)NC(=S)Nc1ccc(C(=O)O)cc1	44*	.	.	.	-1	11	1	-13
Clc1cccc(Cl)c1-c1noc(-c2ccno2)n1	-1	-3	-2	-1	-2	7	2	.
COc1ccc(CN(C)C[C@@H]2OCCCC[C@H](C)Oc3ccc(NC(=O)Nc4c(C)noc4C)cc3C(=O)N([C@H](C)CO)C[C@H]2C)cc1	-1	7	8[16.7 µM]	-3	-22	-11	.	-2
COc1ccc(/C=C2/C(=O)ON=C2C)cc1Cl	3	2	.	0	-8	4	4	4
Cc1cc(C)nc(N/C(=N/S(=O)(=O)Cc2ccccc2)Nc2ccccc2)n1	1	-2	7	0	-9	12	-8	-1
C[C@@H]1CCCCO[C@H](CN(C)C(=O)Nc2ccccc2)[C@H](C)CN([C@@H](C)CO)C(=O)c2cc(N(C)C)ccc2O1	0	11	2[16.7 µM]	44	13	-13	.	-6
CCc1cc(C(=O)Nc2ccccc2N2CCOCC2)sc1C	2	0	5	0	-8	3	3	-13
COc1ccc(NC2CCCN(C(=O)Cn3ccc(C)n3)C2)cc1OC (configuration not stated)	7	1	.	2	9	5	-1	15
CCn1cc(C(=O)O)c(=O)c2cnc(N3CCN(C(=S)Nc4ccc(F)cc4)CC3)nc21	5	.	.	.	2	-14	11	-1
CC(NC(=O)c1cccnc1Sc1ccccc1)c1ccc(S(N)(=O)=O)cc1 (configuration not stated)	2	0	.	-1	-12	3	0	-1
CC(=O)c1ccc(NC(=O)CCC(=O)OCC(F)(F)C(F)F)cc1	.	-2	49	7	-8	.	4	.
CC=Cc1ccc2n(c1=O)C[C@H]1[C@H](CO)[C@@H](C(=O)NCCC)[C@@H]2N1CC1CC1 (mixture of isomers)	0	.	1[16.7 µM]	6	.	-2	.	13
COc1ccc2c(c1)c(=O)oc1cc(OCC(=O)NCC3CCC(C(=O)O)CC3)ccc12 (configuration not stated)	3	-1	-5	-5	.	-9	.	.
C/C(=N\Nc1ccccc1)c1c(O)cc(C)oc1=O	1	.	.	.	0	-7	0	.
Cc1cccc(NC(=O)CSc2n[nH]c(-c3ccncc3)n2)c1	0	-3	6	0	-23	.	0	7
Cc1cccc(OCC(=O)O/N=C(\N)c2ccccn2)c1C	.	25	-7	-1	-215	.	9	.
Clc1cccc(Cc2c(-c3ccco3)nc3c4ccccc4ccn23)c1	15	.	.	.	35	10	-1	12
CCOC(=O)c1cc(C)n(-c2ccccc2)c1C	-3	.	.	.	-51	-37	-7	-37
CCOC(=O)C(CC)Sc1nnc(COc2ccc(C)cc2)n1-c1ccccc1 (configuration not stated)	.	-7	-5	-3	10	.	-2	.
S=C1SCN(Cc2ccccc2)CN1Cc1ccco1	7	4	1	1	3	1	-11	-2
CCOc1ccc(CCNC(=O)c2cccc(-n3cnnn3)c2)cc1OCC	2	1	0	-2	6	6	0	-4
C[C@@H]1CN([C@@H](C)CO)C(=O)CCCn2nncc2CO[C@@H]1CN(C)C(=O)Nc1ccc(N2CCCCC2)cc1	0&2&5	12&-3	-1	-1&54&-3	-17&-2	-1&7&-11	-14&1	-22&6
O=C(NCC1CCCO1)c1cc(-c2ccccc2)nc2ccc(Br)cc12 (configuration not stated)	1	-5	2	0	-45	.	.	-20
COc1ccc(C(=O)Nc2ccc(N3CCN(C)CC3)cc2)cc1OC	-11	.	.	-1	-28	-71	1	3
CCOC(=O)c1c2n(c3ccc(OC(C)=O)cc13)CCC2	8	-2	-3	-2	-2	-8	-2	-3
COC(=O)C(C)Oc1ccc(-c2nccc(-c3ccc(F)cc3)n2)cc1 (configuration not stated)	1	0	0	-2	-4	2	-3	-15
CC(C)N1CC(C(=O)Nc2ccc(F)c(Cl)c2)CC1=O (configuration not stated)	-1	4	0	-3	21	-1	8	-18
CCOc1cc(C(=O)OCC(=O)Nc2ncc(Cl)c(C)c2Cl)ccc1OCC(=O)N1CCOCC1	5	.	-2	5	-11	?	-3	-1
CC(=O)N(CN1C(=O)CCC1=O)c1ccc(Cl)c(Cl)c1	1	-2	.	.	17	-17	11	-51
CCN(C1CCCCC1)S(=O)(=O)c1ccc(C(=O)O)cc1	.	6	-27	-1	.	.	-3	2
O=C(Nc1ccc(S(=O)(=O)N2CCOCC2)cc1)c1ccc(Cl)c([N+](=O)[O-])c1	1	14	-10	1	-14	31	-2	-8
O=C(CSc1cccc[n+]1[O-])c1ccccc1Br	1	3	.	.	-11	5	-5	14
Cc1ccc(NC(=O)COC(=O)c2ccc(NC(=O)CC#N)cc2)cc1S(=O)(=O)N1CCOCC1	-2	0	24	0	9	-19	-14	0
CO[C@H]1CN(C)C(=O)c2cc(NS(=O)(=O)CC(F)(F)F)ccc2OC[C@H](C)N(Cc2nccs2)C[C@@H]1C	.	-2	.	-4	.	1	-9	-9
COc1ccc(CNC(=O)CCS(=O)(=O)c2ccc3c(c2)NC(=O)CS3)cc1	4	3	0	0	16	.	0	-6
CC1(C)CC(=O)C=C(N2CCCC2)C1	.	9	3	0	.	.	-1	.
Cc1cccc(C(=O)O)c1NC(=O)c1ccc(F)cc1	.	-1	3	-1	7	.	4	.
CCCC#Cc1ccc2c(c1)O[C@H](CN(C)C)[C@H](C)CN([C@@H](C)CO)S2(=O)=O	-5	1	31[16.7 µM]	2	-20	3	2	6
C[C@H](CO)N1C[C@H](C)[C@H](CN(C)Cc2cccc(O)c2)OCc2ccccc2-c2c(n(C)c3ccccc23)C1=O	4&0	-12&-1	-8	0	-2	12&10	13&6	8

New compounds follow.
Structure	CASP6 VEID inh	PGC1a acetyl inh	miR-122 sensor	Cneo AK release	PAX8 reporter	EWS-Fli block	FN deposition inh	LGR2 antag
Cc1cc(C)n2nc(C(=O)Nc3cccc(S(=O)(=O)N4CCOCC4)c3)nc2n1	1	-4	-2	9	3	-7	.	-10
O=C(O)c1ccccc1SCC(=O)N1c2ccccc2Sc2ccccc21	2	0	6	-3	13	-7	-6	-43
COC(=O)[C@@H]1[C@@H](CO)[C@@H]2Cn3c(ccc(-c4ccccc4F)c3=O)[C@@H]2N1Cc1cccnc1	3	.	-7[16.7 µM]	-1	-16	0	.	4
COc1ccc2c3c(n(C)c2c1)[C@H](CO)N(Cc1ccccc1Cl)CC31CN(C(=O)CC2CC2)C1	1	3	.	.	.	9	.	-4
Cn1cnc(S(=O)(=O)N2C[C@@H](O)COC[C@@H]3O[C@@H](CC(=O)NCc4ccc(F)cc4)CC[C@H]32)c1	-1	6	-4[16.7 µM]	-1	-5	8	4	-6
CCCCNC(=S)NCc1ccc2[nH]c(C)cc2c1	-1	-6	-2	1	21	-11	0	-5
Cc1c(O)ccc2c(=O)c(-c3nncn3-c3ccccc3)coc12	1	.	.	.	14	-1	-5	7
[N-]=[N+]=CC(=O)C(Cc1ccccc1)N1C(=O)c2ccccc2C1=O (configuration not stated)	.	-1	3	0	.	.	.	-14
c1ccc2c(c1)nnn2CNc1nccs1	-4	.	.	.	2	-5	-1	3
Cc1ccc(S(=O)(=O)NCC[C@@H]2CC[C@H](NC(=O)NC(C)C)[C@@H](CO)O2)cc1	-3	-6	.	11	-19	3	-18	-3
COc1ccc(/C=C2\SC(=S)N(NS(=O)(=O)c3ccccc3)C2=O)c(OC)c1	-1	.	.	0	-6	-6	4	7
C[C@H](CO)N1C[C@H](C)[C@@H](CN(C)S(=O)(=O)c2ccc(Cl)cc2)Oc2ccc(NC(=O)CCCN(C)C)cc2C1=O	-5	1	17[16.7 µM]	-4	-10	2	.	-5
